Screening data deposited in PubChem by Sanford-Burnham Center for Chemical Genomics.
NALP3 yeast inh: inhibitors of NALP3 inflammasome in yeast; Yeast reconstituted NLRP3/ASC/caspase-1, beta-gal luminescence, 24 h; inhibition, % at 10 µM; 0.39% of 330,000 active;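 active = inhibition of 50% or more; inactive = inhibition below 50%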;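 also: plate controls were induced DMSO wells for no effect and uninduced yeast grown without galactose for full effect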
tim23-1 inh: growth inhibitors of tim23-1 mutant yeast | S. cerevisiae tim23-1 growth, BacTiter-Glo luminescence, 24 h | inhibition, % at 20 µM | 1.3% of 330,000 active | AID 463212;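 active = growth inhibition of the mutant yeast at or above 50%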;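 also: temperature-sensitive mutant grown at 25 °C; plate controls were DMSO-treated mutant yeast for no effect and medium wells lacking yeast for full effect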
GRIN3A LBD mod: NR3A (human) ligand-binding domain modulation; NR3A LBD differential scanning fluorimetry, Tm shift; 0% = protein alone, 100% = glycine-bound protein; Tm shift relative to glycine control, % at 25 µM; 2.5% of 340,000 active; AID 1259313;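 active = melting temperature shift of at least 10% of the positive control shift, at one fixed dose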
APJ antag: blocks the human apelin receptor APJ; P35414; CHO-K1 APJ beta-arrestin complementation, luminescence; AID 2521; 0.32% of 330,000 active; inhibition, % at 20 µM;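 active = inhibition above about 40% at 20 µM, limit read from the data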;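 also: cells challenged with 10 nM apelin-13 agonist together with compound; plate controls were apelin-13 plus DMSO wells for no effect and DMSO wells lacking apelin-13 for full effect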
Target sequence (P35414 whole entry, looked up): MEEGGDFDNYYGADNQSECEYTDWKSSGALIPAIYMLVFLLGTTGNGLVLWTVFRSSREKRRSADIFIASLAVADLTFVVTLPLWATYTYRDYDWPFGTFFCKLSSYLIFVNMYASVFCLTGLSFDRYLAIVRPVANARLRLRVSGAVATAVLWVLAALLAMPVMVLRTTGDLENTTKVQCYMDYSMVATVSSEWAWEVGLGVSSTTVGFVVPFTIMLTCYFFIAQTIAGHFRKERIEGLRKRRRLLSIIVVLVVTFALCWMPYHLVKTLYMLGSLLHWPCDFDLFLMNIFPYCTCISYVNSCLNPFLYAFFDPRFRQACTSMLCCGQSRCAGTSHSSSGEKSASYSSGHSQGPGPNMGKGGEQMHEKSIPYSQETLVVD
TIM10 inh: inhibits growth of TIM10 yeast strain | S. cerevisiae TIM10 strain growth, BacTiter-Glo luminescence, 24 h | inhibition, % at 10 µM | 1.4% of 330,000 active | AID 463195;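 active = inhibition of 40% or more at the single tested concentration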;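 also: wild-type TIM10 isogenic control strain grown at permissive 25 °C; 0% = DMSO yeast wells and 100% = minimal medium wells without yeast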
beta cell repl: induces beta-cell replication in MIN6 cells; MIN6 cells proliferation, ATPlite luminescence, 48 h; cells starved in 0.2% serum; 100% = growth in 10% serum; proliferation, % at 10 µM; 0.29% of 330,000 active; AID 2380;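 active = compounds whose signal lies at least 3.5 SD above the mean of all wells on their plate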;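 also: 0% = DMSO-treated cells in low-serum medium and 100% = 10% serum control; some compounds called inactive have numbers as strong as hits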
MPTP inh: inhibitors of mitochondrial permeability transition pore; 1.4% of 360,000 active; isolated mouse mitochondria, Ca2+ swelling absorbance, 30 min; inhibition, % at 10 µM;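 active = inhibition of 50% or more, scaled per plate between neutral and stimulator controls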;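 also: 0% = DMSO wells given calcium and 100% = 1 mM EGTA wells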
tim10-1 inh: growth inhibitors of tim10-1 mutant yeast; S. cerevisiae tim10-1 ts strain growth, BacTiter-Glo, 24 h; inhibition, % at 20 µM; 2.2% of 330,000 active;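 active = inhibition of at least 40%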;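 also: mutant grown at 25 °C; 0% = DMSO wells with yeast and 100% = wells holding no yeast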
APJ agonist: agonists of human APJ apelin receptor. 0.11% of 330,000 active. CHO-K1 APJ PathHunter beta-arrestin, luminescence; 0% DMSO wells, 100% apelin. activation, % at 20 µM. AID 2520. P35414;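 active = activation more than six SD over the plate average, tested at 20 µM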;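 also: 0% = DMSO alone and 100% = apelin-13 at 10 nM; some results filed as inactive read as strong as hits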
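system = engineered CHO-K1 APJ arrestin reporter cells | input = 1000 cells per well | timing = overnight seeding, 90 min compound at 25 °C, 1 h detection | measured by = enzyme-fragment complementation luminescence | read-out = beta-arrestin recruitment to APJ as agonist activity, luminescent signal | control set = negative DMSO alone, positive Apelin-13 at 10 nM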
* hit, by the source's call; · = not tested or not shown.

| smiles | NALP3 yeast inh | tim23-1 inh | GRIN3A LBD mod | APJ antag | TIM10 inh | beta cell repl | MPTP inh | tim10-1 inh | APJ agonist |
| --- | --- | --- | --- | --- | --- | --- | --- | --- | --- |
| CCOC(=O)c1c(C)n(-c2ccc(OC)cc2)c2c(C/C(C)=N/O)c(Br)c(OC)c(O)c12 | 18 | -4 | 0 | 12 | -5 | 0 | -0.2 | -3 | -1 |
| Cc1cc(NC(=O)C(C)SCC(=O)OCC(=O)Nc2c(C)cccc2C(C)C)no1 (stereo unspecified) | 10 | -5 | 2 | 11 | 3 | 4 | -0.1 | 0 | -3 |
| O=C(N/N=C/c1ccccc1O)c1cc(=O)[nH]c2ccccc12 | 3 | -11 | · | -8 | -5 | 0 | · | -1 | -2 |
| COC(=O)c1sccc1NC(=S)Nc1ccccc1 | 6 | 22 | -5 | 11 | 6 | 0 | 7.7 | 8 | 4 |
| O=C(/C=C/c1cccc([N+](=O)[O-])c1)Nc1ccccn1 | 25 | -11 | 0 | 6 | -5 | -5 | -3.1 | -14 | -1 |
| Cc1ccc(Sc2nc(-c3ccccc3)nnc2C(F)(F)F)cc1 | 0 | 28 | 4 | 12 | 41* | -6 | -1.2 | 40* | -4 |
| O=C(c1cccc(N2C(=O)C3C4C=CC(C4)C3C2=O)c1)N1CCCc2ccccc21 (stereo unspecified) | -3 | 14 | -3 | -7 | 2 | -3 | 4.6 | 22 | -1 |
| CSc1nc(-c2ccccc2)nc(N2CCCC2)c1C(C)=O | -6 | 35 | -9 | 2 | 21 | -4 | 0.0 | 27 | -3 |
| COc1ccc(Cc2nnc(NC(=O)c3ccc(OC)c(OC)c3)s2)cc1 | 15 | 6 | -4 | 26 | -6 | 0 | -0.6 | 2 | 2 |
| Cc1ccc(Cn2c(N)nc3ccccc32)cc1 | 8 | -8 | -2 | 14 | -3 | -2 | 55* | -8 | 6 |
| Cc1c(-n2c(CN3C(=O)c4ccccc4C3=O)nc3ccccc3c2=O)c(=O)n(-c2ccccc2)n1C | 1 | 12 | -2 | 12 | -11 | -2 | 0.9 | -5 | -1 |
| N#Cc1ccc(Oc2c(Cl)cncc2Cl)cc1 | 28 | 14 | -2 | 23 | 2 | 7 | -0.8 | 1 | 0 |
| c1ccc(-n2ncc3c(NCc4cccs4)ncnc32)cc1 | 10 | 16 | -11 | 15 | 3 | 2 | 4.2 | 4 | 0 |
| CCN(CC)c1ccc(C(=O)N/N=C/c2ccccc2OC(F)F)cc1 | 27 | 56* | -7 | 5 | 22 | -5 | 12 | 27 | -2 |
| Cc1ccc(S(=O)(=O)Nc2c(NC3CCCCC3)c3ccccc3oc2=O)cc1 | 3 | 38 | -3 | -3 | 20 | 0 | -0.9 | 25 | -2 |
| O=C(Nc1ccccc1Cl)Nn1cnnc1 | 15 | -5 | 2 | 5 | 1 | -2 | 0.8 | -15 | 6 |
| Cc1ccc(NC(=O)CSCC(=O)N2CCN(c3cccc(C(F)(F)F)c3)CC2)cc1 | 30 | 22 | -4 | 0 | 9 | -1 | -2.2 | 5 | -2 |
| CCOc1cc(C2C(C(=O)OC)=C(C)N=C3SC(C)C(=O)N32)ccc1OC(C)=O (stereo unspecified) | -11 | 13 | -4 | -1 | 16 | -4 | 0.8 | 23 | -2 |
| O=C(/C=C/c1cccs1)N1CCC2(CC1)Oc1ccc(Cl)cc1C(=O)C21CC(c2ccc(Cl)cc2)=NO1 (stereo unspecified) | 7 | 17 | 1 | 14 | 11 | -6 | -0.7 | 17 | -3 |
| O=C(C1CC(=O)N(c2ccccc2)C1)N1CCN(C2=NS(=O)(=O)c3ccccc32)CC1 (stereo unspecified) | 0 | 6 | 0 | 13 | 2 | -3 | -2.1 | -1 | -4 |
| O=C(Cc1ccccc1)NNC(=O)c1ccccc1C(=O)O | 11 | 9 | -15 | -5 | -20 | -1 | -0.2 | 0 | 0 |
| CCn1c2ccccc2c2cc(NC(=O)COC(=O)c3ccc(O)cc3)ccc21 | 16 | 11 | 15* | 2 | 1 | -7 | -1.1 | 18 | 1 |
| Cc1ccc(CN2CCN(/N=C/c3cc(Br)cc(Br)c3O)CC2)cc1 | 26 | 59* | -3 | 6 | 12 | -6 | 6.6 | 25 | -2 |
| CC[C@H](C)C(N)c1cn([C@@H](CC(N)=O)C(=O)N2CCNCC2)nn1 (stereo partly specified) | 20 | 10 | 0 | -4 | 5 | -3 | -1.6 | 1 | -3 |
| S=c1[nH]nc(-c2ccc(Br)cc2)n1-c1ccc(Br)cc1 | 22 | 48 | 3 | 6 | -6 | -2 | -0.5 | 20 | 0 |
| COc1ccc(OC(C)C(=O)NC2CCCCCC2)cc1 (stereo unspecified) | 18 | 19 | -3 | 15 | 1 | -3 | -0.6 | 9 | -6 |
| COc1ccc(N2C(=O)C3C(C2=O)C2C=CC3C23CC3)c([N+](=O)[O-])c1 (stereo unspecified) | 6 | 9 | -1 | 10 | 9 | -3 | 0.3 | 27 | -2 |
| O=[N+]([O-])c1ccc(-n2ccnc2)cc1 | 8 | 16 | -1 | 11 | 24 | -2 | 1.4 | 5 | 0 |
| O=C(NNC(=S)Nc1ccc(F)cc1)c1cccc([N+](=O)[O-])c1 | 27 | -15 | -4 | 16 | 20 | -1 | 23 | 5 | 2 |
| CCOCCCNC(=O)c1cc(-c2ccc(Br)s2)nc2ccccc12 | 24 | 1 | 3 | 12 | 3 | 2 | 2.6 | 6 | -3 |
| COc1cccc(NC(=O)CCC(=O)Nc2cc(OC)c(NC(=O)c3cccs3)cc2OC)c1 | 25 | 0 | -1 | 15 | -9 | 0 | -1.6 | 9 | 2 |
| Cc1ccc2oc(=O)c3cc(C(=O)NCCCN4CCc5ccccc5C4)sc3c2c1 | -8 | 39 | 1 | 10 | 55* | -6 | 1.9 | 33 | -4 |
| COc1cc(OC)cc(-c2nc(=S)n3ccsc3n2)c1 | 15 | -7 | 1 | 25 | 1 | 0 | -0.1 | -12 | -4 |
| O=[N+]([O-])c1cc(Cl)ccc1N1CCOCC1 | 8 | 5 | -2 | 30 | -22 | -4 | 0.7 | -4 | -5 |
| CCOC(=O)c1[nH]c(C)c(C(=O)C(C)C)c1C | 21 | 9 | 0 | 13 | 2 | -3 | -1.8 | 16 | -3 |
| O=C(COC(=O)c1ccc(CO)cc1)Nc1ccc(OC(F)F)cc1 | -6 | 15 | 16* | -21 | -4 | 0 | 0.1 | 10 | -1 |
| COc1ccc2c(c1)c(=O)oc1cc(OCC(=O)NCC3CCC(C(=O)O)CC3)ccc12 (stereo unspecified) | 14 | -7 | -2 | 8 | 1 | -2 | -0.7 | -6 | -4 |
| C[C@H](NS(=O)(=O)c1ccccc1)C(=O)OCC(=O)NC(=O)Nc1ccc2c(c1)OCCO2 | 1 | -8 | -1 | 7 | -12 | -2 | 0.5 | -12 | -1 |
| COCCNC(=S)N/N=C(\C)c1cc2ccccc2o1 | 14 | 36 | 2 | 9 | 35 | 0 | 1.5 | 41* | -2 |
| COc1ccc(NC(=O)C2CC(=O)N/C(=N/N=C/c3ccco3)S2)cc1 (stereo unspecified) | 6 | 4 | 8 | 0 | 13 | 0 | 0.8 | 9 | 1 |

Some of the entries above, reformatted:
Fields: NALP3 yeast inh | tim23-1 inh | GRIN3A LBD mod | APJ antag | TIM10 inh | beta cell repl | MPTP inh | tim10-1 inh | APJ agonist
> COc1ccc(N2C(=O)C3C(C2=O)C2C=CC3C23CC3)c([N+](=O)[O-])c1 (stereo unspecified)
  6 | 9 | -1 | 10 | 9 | -3 | 0.3 | 27 | -2
> C[C@H](NS(=O)(=O)c1ccccc1)C(=O)OCC(=O)NC(=O)Nc1ccc2c(c1)OCCO2
  1 | -8 | -1 | 7 | -12 | -2 | 0.5 | -12 | -1

Arranged by molar mass (high to low): part of the list above.
| smiles | NALP3 yeast inh | tim23-1 inh | GRIN3A LBD mod | APJ antag | TIM10 inh | beta cell repl | MPTP inh | tim10-1 inh | APJ agonist |
| --- | --- | --- | --- | --- | --- | --- | --- | --- | --- |
| Cc1c(-n2c(CN3C(=O)c4ccccc4C3=O)nc3ccccc3c2=O)c(=O)n(-c2ccccc2)n1C | 1 | 12 | -2 | 12 | -11 | -2 | 0.9 | -5 | -1 |
| CCn1c2ccccc2c2cc(NC(=O)COC(=O)c3ccc(O)cc3)ccc21 | 16 | 11 | 15* | 2 | 1 | -7 | -1.1 | 18 | 1 |
| COCCNC(=S)N/N=C(\C)c1cc2ccccc2o1 | 14 | 36 | 2 | 9 | 35 | 0 | 1.5 | 41* | -2 |

The list goes on:
compound	NALP3 yeast inh	tim23-1 inh	GRIN3A LBD mod	APJ antag	TIM10 inh	beta cell repl	MPTP inh	tim10-1 inh	APJ agonist
CCc1nonc1NC(=O)c1oc2ccc(Br)cc2c1C	6	16	0	15	-15	-4	-0.4	22	0
O=C(Nc1cccc(C(F)(F)F)c1)c1ccc2nc(-c3ccco3)c(-c3ccco3)nc2c1	8	5	-4	-7	14	-4	12	30	3
CCOC(=O)c1sc(=S)n(-c2cc(F)ccc2F)c1N	26	-11	14*	8	-5	-1	0.0	-1	-5
CCOc1ccc(S(=O)(=O)NCCSCc2ccco2)cc1	19	26	0	-12	8	-1	1.0	26	-4
CCc1n[nH]c(=S)n1/N=C/c1cc(Br)c(OC)cc1OC	12	28	0	10	53*	0	-0.1	32	-3
O=C(Cn1c(SCC(=O)NC2CCCC2)nnc1-c1ccncc1)Nc1ccc2c(c1)OCO2	9	2	-7	0	-11	1	-2.1	17	-2
CCC(CC)C(=O)NCCc1cc2cc(C)c(C)cc2[nH]c1=O	15	6	-2	-4	-7	3	0.8	14	2
CN(CC(=O)Nc1ccccc1Cl)C(=O)c1ccc(-c2cccc(C(F)(F)F)c2)o1	6	23	-11	22	-4	1	-1.0	21	6
CCOC(=O)c1sc(NC(=O)CSc2nc(C)cc(-c3ccccc3)n2)c(C#N)c1C	-2	19	0	7	10	-4	0.4	16	-7
O=C(CN1C(=O)NC2(CCCC2)C1=O)Nc1cccc(C(F)(F)F)c1	13	10	0	4	1	-5	-3.6	13	-1
COC(=O)C1=C(C)N(CCC2=CCCCC2)C(=O)C1	3	19	0	-8	12	-2	-2.3	33	-2
CC1CCN(c2c(NCC3CCC(C(=O)N4CCc5ccccc5C4)CC3)c(=O)c2=O)CC1 (stereo unspecified)	23	22	0	3	10	-3	-3.0	11	-2
Cc1cc(C(=O)NCc2ccccc2)c(=O)[nH]c1C	9	-12	2	-13	-7	-1	0.5	0	0
Cc1ccc(NC(=O)Nc2nc(-c3ccc(C)s3)cs2)cc1	6	5	24*	-18	5	-3	4.9	-10	-2
COCCCNC(=O)CCCn1c(=O)[nH]c2ccccc2c1=O	4	4	-1	-9	-14	-1	-0.9	7	-3
COCCNC(=O)C(c1ccccc1F)N(C(=O)C(=O)NC1CCCC1)C1CCCCC1 (stereo unspecified)	-5	-3	-1	-4	7	-2	-1.2	10	-3
CC1CCc2sc(C(=O)NNC(=S)NC3CC3)cc2C1 (stereo unspecified)	8	11	1	5	21	-2	6.4	34	-4
COC(=O)c1ccc2c(=O)n(CC3CCCO3)c(SCC(=O)Nc3ccccc3Cl)nc2c1 (stereo unspecified)	3	25	1	-5	12	0	2.0	20	2
O=C(NCCc1cccs1)C1CC(c2ccccc2F)=NO1 (stereo unspecified)	37	11	0	9	3	-2	2.1	-2	8
CCc1ccc(CNCCSc2nnnn2C)cc1	-8	-5	0	5	-11	-1	2.1	-5	-4
